EPAC1 agonist: EPAC1 (human) agonism | O95398 | EPAC1 agonist qHTS, biochemical assay; response scale: 100% = response to 6.5 mM cAMP | Potency, µM (doses to about 154 µM), for the others: at the top dose activation, hits mostly activators | 360,000 tested, 0.073% active | AID 720707; note: potency is the fitted concentration of half-maximal effect; nearly all actives have a fitted effect of over 60% in size
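Fluorescent GDP-exchange assay: 100 nM EPAC1 with 250 nM Rap1B preloaded with BODIPY-GDP and 50 uM GDP; compounds tested as concentration series, 5 min at room temperature, then read every 5 min for 30 min (ex 480/em 540 nm); normalized to 6.5 mM cAMP.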
Abeta rescue: compounds reversing amyloid beta toxicity in yeast | 410,000 tested, 0.063% active | Potency, µM (series often up to 46.1 µM), for the others: at the top dose growth rescue, usual class: activators | yeast expressing A-beta42, growth rescue, OD600, 48 h; response scale: 0% DMSO, 100% iron-clioquinol control; note: potency is the fitted concentration of half-maximal effect; nearly all actives have a fitted effect of over 55% in size
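Growth rescue measured by 600 nm absorbance after 48 h yeast culture at 30 C with compound. Values normalized between DMSO and an equimolar ferric chloride plus clioquinol control.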
EPAC1 antag: antagonists of human EPAC1. O95398. AID 720709. Potency, µM (series often up to 115 µM), inactives show top-dose activity change, negative = inhibition, most hits filed as inhibitors. 360,000 tested, 0.14% active. EPAC1 GEF assay, Rap1b-BODIPY-GDP exchange fluorescence;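 note: potency is the fitted concentration of half-maximal effect; plate controls were vehicle for no effect and positive control for full effect; nearly all actives have a fitted effect of over 50% in size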
IL-2 act: IL-2 activation; activation, % (series mostly up to about 46 µM); AID 652025; 360,000 tested, 0.065% active; IL-2 activation reporter assay, cell-based qHTS; stimulated with anti-CD3/CD4/CD28 beads; in transgenic mouse T cells; in the data active = activation above about 50%; inconclusive = mostly about 30% to 49%; note: 0% is about no effect
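Screening format: compound pinned onto unstimulated transgenic mouse T cells, 60 min incubation, then anti-CD3/anti-CD4/anti-CD28 bead stimulation for 18 hours at 37 degrees C, followed by EGFP and DsRed detection.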
PI5P4K alpha inh: inhibitors of human PI5P4K alpha; max response, %; PI5P4Kalpha enzyme, ADP-Glo luminescence, 60 min; active compounds read low; P48426; 330,000 tested, 1.2% active; active = max response of -50% or lower; inconclusive = between -30% and -50%; inactive = -30% or higher; note: value at the top dose of about 77 µM; % is set by controls: 0 for no effect and ±100 for the full control effect
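Human PI5P4Kalpha with substrate in 0.038 M HEPES pH 7.4, 0.28 mM EGTA, 0.1% CHAPS, 5% DMSO; reaction started with 5 microM ATP (final), 60 min at room temperature. ADP formed read by ADP-Glo luminescence.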
PLK1 PBD inh: blocks phosphopeptide binding to human PLK1 polo-box domain; Plk1 PBD binding of FITC phosphopeptide, fluorescence polarization; P53350; AID 720504; Potency, µM, without a hit: max response, negative = inhibition, actives largely listed as inhibitors; 360,000 tested, 2.8% active; note: potency is the fitted concentration of half-maximal effect; series mostly up to about 57 µM; % is set by controls: 0 for no effect and ±100 for the full control effect; nearly all actives have a fitted effect of over 65% in size
WRN helicase inh: blocks human WRN helicase | Q14191 | WRN helicase unwinding, fluorescent forked duplex, kinetic | Potency, µM (series often up to 114 µM), without a hit: at the highest dose activity change, negative = inhibition, most hits filed as inhibitors | 360,000 tested, 0.46% active | AID 651768; note: potency is the fitted concentration of half-maximal effect; % is set by controls: 0 for no effect and ±100 for the full control effect; nearly all actives have a fitted effect of over 55% in size
Target sequence (Q14191 whole entry, looked up): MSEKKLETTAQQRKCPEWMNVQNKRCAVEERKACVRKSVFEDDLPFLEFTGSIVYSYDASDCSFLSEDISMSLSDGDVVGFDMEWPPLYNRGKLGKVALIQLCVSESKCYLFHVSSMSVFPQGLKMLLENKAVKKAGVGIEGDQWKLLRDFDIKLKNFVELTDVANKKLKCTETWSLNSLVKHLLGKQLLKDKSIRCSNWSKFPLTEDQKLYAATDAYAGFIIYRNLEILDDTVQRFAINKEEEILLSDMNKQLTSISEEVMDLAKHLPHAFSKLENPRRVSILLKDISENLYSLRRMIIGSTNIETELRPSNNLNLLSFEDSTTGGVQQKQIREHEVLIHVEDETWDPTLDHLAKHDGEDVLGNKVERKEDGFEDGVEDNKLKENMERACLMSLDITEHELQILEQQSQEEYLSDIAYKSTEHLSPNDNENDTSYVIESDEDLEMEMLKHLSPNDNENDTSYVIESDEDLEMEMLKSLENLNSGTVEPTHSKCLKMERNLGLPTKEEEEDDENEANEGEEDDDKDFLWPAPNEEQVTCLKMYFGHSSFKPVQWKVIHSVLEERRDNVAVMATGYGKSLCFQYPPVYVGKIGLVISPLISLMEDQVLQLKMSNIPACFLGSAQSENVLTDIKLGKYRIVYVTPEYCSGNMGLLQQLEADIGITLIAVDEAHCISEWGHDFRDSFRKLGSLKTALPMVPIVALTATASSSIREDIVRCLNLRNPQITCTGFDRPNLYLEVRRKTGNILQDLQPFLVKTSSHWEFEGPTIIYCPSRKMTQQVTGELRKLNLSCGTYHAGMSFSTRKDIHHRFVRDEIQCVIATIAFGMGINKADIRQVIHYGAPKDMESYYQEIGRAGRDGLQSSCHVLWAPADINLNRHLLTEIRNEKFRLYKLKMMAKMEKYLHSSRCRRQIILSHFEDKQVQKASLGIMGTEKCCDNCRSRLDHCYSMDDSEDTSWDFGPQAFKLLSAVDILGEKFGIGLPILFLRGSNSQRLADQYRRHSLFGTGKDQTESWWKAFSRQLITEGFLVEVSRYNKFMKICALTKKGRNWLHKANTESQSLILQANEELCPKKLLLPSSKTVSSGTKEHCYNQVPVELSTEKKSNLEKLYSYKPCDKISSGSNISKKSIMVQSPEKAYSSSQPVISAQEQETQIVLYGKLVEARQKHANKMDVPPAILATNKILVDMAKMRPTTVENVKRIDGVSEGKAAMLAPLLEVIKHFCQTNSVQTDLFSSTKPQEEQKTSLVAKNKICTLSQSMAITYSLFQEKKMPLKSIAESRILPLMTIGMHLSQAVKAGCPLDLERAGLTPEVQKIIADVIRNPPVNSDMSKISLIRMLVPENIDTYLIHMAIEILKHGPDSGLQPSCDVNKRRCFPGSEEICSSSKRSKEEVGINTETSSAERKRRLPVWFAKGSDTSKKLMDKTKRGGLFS
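Kinetic fluorescence helicase assay: unwinding of a quenched forked DNA duplex (100 nM final) with 2 mM ATP final raises red fluorescence (525/598 nm). Compounds sat 15 min at room temperature with 20 nM WRN beforehand.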
FUS suppressor: rescues growth of FUS-expressing yeast; Potency, µM (top dose mostly 76.6 µM), for inactives: at the top dose growth rescue (activation), usual class: activators; S. cerevisiae FUS-expressing, growth rescue, OD600, 24 h; AID 1347120; 390,000 tested, 0.24% active;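 note: potency is the fitted concentration of half-maximal effect; plate controls were DMSO vehicle for no effect and reference control for full effect; nearly all actives have a fitted effect of over 55% in size; some results filed as inactive show a strong effect at the top dose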
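Quantitative HTS measuring growth restoration of FUS-toxic yeast. Galactose-induced cells (OD 0.005) were exposed 24hr at 30C to compounds at several concentrations, then absorbance at 600 nm was recorded.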
Numbers without * were called inactive; ? = inconclusive; · = not tested or not shown; & = joins results of further samples; [ ] = remark or other dose. Unless noted, calls come from the whole dose curve; as a rule, active = well fitted curve in the direction sought with a large enough effect; inconclusive = small, poorly fitted or top-dose-only effect, or another doubt; inactive = no such curve, though single readings can be large; an effect the other way counts as inactive or inconclusive.

structure	EPAC1 agonist	Abeta rescue	EPAC1 antag	IL-2 act	PI5P4K alpha inh	PLK1 PBD inh	WRN helicase inh	FUS suppressor
Cc1ccccc1OCC(=O)Nc1cccc(C(=O)O)c1	13%	-23%	13%	-0.8	5	-12%	-7%	10%
Cc1cccc(NC(=O)C2C3CCCCC32)c1 (centres undefined)	8%	18%	-8%	0.0	0	-1%	5%	-10%
CN(C)S(=O)(=O)c1cccc(NC(=O)CNc2cccc(S(=O)(=O)N3CCCCC3)c2)c1	11%	-3%	-4%	-2.1	-3	-5%	2%	15%
O=C(CN1C(=O)COc2ccc(S(=O)(=O)N3CCOCC3)cc21)NCc1ccccn1	6%	-9%	-24%	-0.5	0	-9%	-12%	-8%
CC(C)(c1ccccc1)c1ccc(OCC2CO2)cc1 (centres undefined)	3%	-5%	-26%	0.3	-4	-16%	5%	22%
COc1ccc(-c2cc(C(=O)Nc3cnn(Cc4ccccc4C)c3)no2)cc1OC	5%	-19%	16%	-2.4	·	-9%	-21%	30%
CCc1ccc(C(=O)NC(CC(C)C)C(=O)O)cc1 (centres undefined)	-7%	1%	6%	4.1	·	0%	9%	16%
C=CCn1c(SCC(=O)Nc2ncc(Cc3cc(Cl)ccc3Cl)s2)nnc1-c1ccncc1	0%	12%	8%	-0.2	1	-3%	-10%	-4%
O=C(Nc1cccnc1)C1Cc2c(-c3ccccc3Oc3ccccc3)ccnc2O1 (centres undefined)	12%	22%	-14%	-0.4	6	-4%	-9%	31%
CCCN(C(=O)COC(=O)C12CCC(=O)N1c1ccccc1S2)c1c(N)n(Cc2ccccc2)c(=O)[nH]c1=O (centres undefined)	-12%	1%	22%	-4.8	-4	-7%	2%	37%
CCCC[C@@H]1C=C(C(=O)O)[C@H](c2ccc(CC)cc2)N1S(=O)(=O)c1ccc(C)cc1	-12%	-10%	?	0.2	1	-26%	0%	?
COc1ccc(C(=O)C(=O)N2CCC(c3ccccc3)CC2)cn1	22%	-7%	-21%	-0.3	-1	-13%	-1%	8%
COc1cccc(NC(=O)c2c([N+](=O)[O-])cnn2C)c1	-5%	-2%	-4%	-2.9	-2	-12%	3%	-22%
O=C(c1cc(C2CC2)nn1-c1ccccc1)N1CCN(Cc2ccccc2F)CC1	6%	-8%	-19%	-4.5	9	-8%	0%	2%
COCC(C)N1CCC(Oc2ccc(C(=O)NCc3ccccn3)cc2)CC1 (centres undefined)	4%	-1%	4%	-1.9	7	-17%	-20%	·
O=c1cc(CSc2nc3ccccc3[nH]2)c2ccccc2[nH]1	3%	7%	-1%	-0.8	·	-1%	2%	1%
COc1cccc(/C=N/Nc2nnc(C)n2N)c1O	5%	15%	23%	0.7	0	1%	1%	6%
CC(=NO)C1(C)CC=CCC1CO (centres undefined)	-6%	-11%	13%	-4.0	1	-2%	18%	6%
Cc1ccc(S(=O)(=O)N2C[C@]3(O)C[C@@H]4C(=O)N(c5ccccc5)C(=O)[C@@H]4C[C@]3(OC(=O)NC3CCCC3)C2)cc1	11%	-1%	-18%	-1.4	-2	?	2%	-4%
CN(CC(=O)Nc1ccccc1Cl)C(=O)COC(=O)C1CCN(c2ccc(C(F)(F)F)cn2)CC1	6%	13%	-6%	-1.8	-7	9%	-5%	22%
Cc1cccc(NC(=O)CNC(=O)c2cn(Cc3ccccc3)nc2-c2cccnc2)c1C	3%	-1%	6%	0.2	-2	-8%	0%	-1%
Cc1ccc(C)c(NC(=O)CSc2nnc(CCCCCNC(=O)OC(C)(C)C)o2)c1	12%	22%	-7%	-0.8	2	-4%	3%	33%
Cc1c(C#N)c2ncn(Cc3ccccn3)c(=O)c2n1-c1ccccc1	7%	13%	9%	-1.7	1	-19%	4%	1%
COCCNC(=O)CSc1nc(-c2ccc(OC)c(OC)c2)cc(C(F)(F)F)n1	-12%	2%	10%	0.2	0	-9%	8%	6%
COc1ccc(C2=NN(C(=O)CCCC(=O)O)C(c3cn(-c4ccccc4)nc3-c3ccccc3)C2)cc1 (centres undefined)	-8%	-10%	?	-6.6	13	-29%	0.3µM*	?
COc1cc(NS(=O)(=O)c2ccc(NC(=O)c3ccc(S(=O)(=O)N4CCCCC4)cc3)cc2)ncn1	5%	8%	-8%	-0.7	-2	-9%	-6%	1%
Cc1ccc(OCC(=O)Nc2nc(C)c(Cl)cc2Cl)c([N+](=O)[O-])n1	-10%	-5%	-8%	2.0	-10	-3%	2%	-6%
CCOC(=O)C1=C(c2ccccc2)NC(SCC)=C(C#N)C1c1cccnc1 (centres undefined)	-6%	9%	-12%	-2.2	3	-4%	-7%[57.1 µM]	-19%
O=C(Cc1cccs1)NCCS(=O)(=O)N1CCN(c2ccccc2F)CC1	4%	7%	7%	-1.1	1	-4%	3%	5%
COCCN(C(=O)Nc1ccc(OC)cc1)c1nc2ccccc2s1	5%	12%	10%	-0.9	0	-13%	6%	-6%
CCOc1ccc(N(CC(=O)Nc2c(C)n(C)n(-c3ccccc3)c2=O)S(=O)(=O)c2ccc(F)cc2)cc1	2%	-10%	9%	-1.9	-8	3%	-29%	·
CCOC(=O)C(CCOc1cccc(CC)c1)C(=O)OCC	6%	22%	-13%	0.3	2	1%	3%	14%
Cc1cc(NC(=O)CSc2c3c(nc4ccccc24)CCC3)no1	1%	-2%	6%	-2.3	6	-14%	-3%	-5%
O=C(Nc1ccccc1Cl)N1CCN(c2ccc3nnc(-c4ccccc4)n3n2)CC1	1%	-1%	-7%	-3.9	4	1%	-5%	36%
O=C(Nc1cccc(F)c1)C1CCN(C(=O)Cc2ccccc2)CC1	-3%	-14%	7%	-0.1	8	-10%	-16%	22%
CCC(C(=O)OCC(=O)C1(O)CCC2C3CCC4=CC(=O)CCC4(C)C3C(O)CC21C)C(C)C (centres undefined)	-19%	-52%[inhibitor]	-15%	0.0	14	3%	-5%	·
Nc1nc2ncccn2c1-c1ccccc1	4%	1%	-21%	1.0	2	-5%	-10%	3%
Cc1onc(-c2ccccc2)c1C(=O)N1CCCSC1=Nc1ccccc1	5%&0%	-5%&-11%	-6%&-7%	-0.1&-1.9	5&1	-14%&-2%	0%&1%	4%&20%
COc1ccc(Cl)cc1NC(=S)N1CCN(C(=O)c2ccco2)CC1	0%	14%	-2%	-0.2	-9	-10%	-4%	1%
CCOC(=O)c1cc2c(ccn2C)n1Cc1ccc(C#N)cc1	9%	0%	-31%	-0.7	1	-22%	-1%	29%
CCOc1ncccc1C(=O)Nc1ccc2nc(C)sc2c1	0%	-18%	-11%	-2.5	12	-19%	-7%	-7%
Cc1ccc(-c2nc3ncccn3c2NC2CCCC2)o1	0%	-6%	-22%	-1.1	7	-7%	2%[57.1 µM]	17%
CCCCn1c(SCC(=O)Nc2nc(C)cs2)nnc1-c1cccnc1	3%	7%	1%	2.1	·	-2%	10%	25%
CCC(C)(C)NC(=O)CC(c1ccc(OC)cc1)n1cccc1 (centres undefined)	-3%	15%	-3%	-0.2	-2	-6%	4%	2%
Cc1nc(C)c(C(=O)NCc2ccccc2Cl)o1	1%	11%	-5%	0.5	·	21µM*	-1%	18%
CS(=O)(=O)c1ccc(Cl)c(NC(=O)CSc2nncn2-c2ccccc2)c1	2%	-3%	5%	0.2	-13	-8%	0%	?
Cc1cccc(NC(=O)CCCc2ccccc2)c1C	2%	2%	-11%	-1.0	0	-9%	9%	-13%
Cc1ccc(C2SCC(=O)N2c2ccccc2)cc1 (centres undefined)	-2%	6%	-11%	0.1	4	?	-13%	11%
CCCCNC(=O)/C(C#N)=C/c1cccnc1	6%	?	-19%	-1.1	-8	-4%	-4%	15%
O=C(NNC(=O)C1CC=CCC1)c1ccccc1Br (centres undefined)	13%	15%	1%	0.5	-3	-3%	-23%	-6%
O=C(CCC(=O)Nc1ccc(Br)cc1)N/N=C/c1cc([N+](=O)[O-])ccc1O	1%	9%	-13%	1.0	-1	2%	-5%	12%
CSc1ccccc1NC(=O)CN1CCN(c2ccccn2)CC1	2%	3%	4%	-3.5	2	-3%	-7%	-34%
CCN(c1ccccc1)S(=O)(=O)c1cc(C(=O)Nc2ccc(Br)cc2)ccc1F	7%	14%&-7%	-24%	-3.8	5	0%	-22%	-1%&8%
O=C(Nc1ccncc1)Nc1cccc(Cl)c1Cl	3%	-10%	0%	-2.3	9	-10%	10%	18%
COc1ccc(C(=O)NCc2ccncc2)cc1S(=O)(=O)N1CCOCC1	7%	-4%	6%	-4.6	-5	-4%	-20%	·
CCCCn1c(N)c(N(CC(C)C)C(=O)C2CC(=O)N(c3ccccc3C(C)CC)C2)c(=O)[nH]c1=O (centres undefined)	-11%	0%	1%	2.1	-2	5%	-1%	?

Part of the list above, reduced to FUS suppressor.
SMILES | FUS suppressor
CCCCNC(=O)/C(C#N)=C/c1cccnc1 | 15%
CCN(c1ccccc1)S(=O)(=O)c1cc(C(=O)Nc2ccc(Br)cc2)ccc1F | -1%&8%

Next section.
structure	EPAC1 agonist	Abeta rescue	EPAC1 antag	IL-2 act	PI5P4K alpha inh	PLK1 PBD inh	WRN helicase inh	FUS suppressor
CC(C)(C)CN1CCNC(=O)C1CC(=O)NCCc1cnn(-c2ccccc2)c1 (centres undefined)	10%	14%	0%	-4.0	5	-12%	-10%	24%
COc1cccc(-c2nc3nc(C)cc(C)n3c2NC2CCCC2)c1	8%	-3%	-7%	-0.8	-1	-12%	-3%	5%
COc1ccc(N(CC(=O)NCc2ccccc2)S(C)(=O)=O)cc1	6%	-17%	1%	-3.2	-6	-8%	9%	·
CCCCn1c(NS(=O)(=O)c2ccc(C)cc2)c(S(=O)(=O)c2ccccc2)c2nc3ccccc3nc21	2%	-11%	?	-0.1	-4	9.5µM*	-19%	·
CCOc1ccc(NS(=O)(=O)c2ccc3c(c2)CCN3C(C)=O)cc1	7%	-8%&-9%	?	-2.8	0	-2%	9%	22%&-8%
O=C1C=C(c2cc(Cl)cc(Cl)c2)C[C@@H](c2ccc(F)cc2)C1	-10%	-8%	0%	-1.3	3	-3%	-5%	8%
COc1cccc(NC(=O)NC(C)C2CC3CCC2C3)c1 (centres undefined)	7%	12%	11%	-0.2	1	-11%	10%	3%
